HBB splice mod: alters splicing of the hemoglobin beta chain. HBB splicing reporter cell assay, activation; EGFP reporter with mutant IVS2-654 intron; response scale: normalised to 500 nM splice-correcting PNA. Potency, µM (titrated, usually from 46.1 µM), for the others: at the highest dose activation, hits mostly activators. 0.06% of 65,000 active. AID 925; note: potency is the fitted concentration of half-maximal effect; 0% is about no effect
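Compounds were applied for 2 days to HeLa EGFP-654 cells, 500/well in Optimem with 2% FCS. The reporter's EGFP is disrupted by mis-splicing of beta-globin intron IVS2-654. Readout: summed well GFP fluorescence from 488 nm laser scanning; reference was 500 nM antisense […] 654 PNA.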
Hsp90 Hop PPI: changes Hsp90-Hop TPR2A binding signal, up or down. AID 595. AlphaScreen TPR2A-His6 binding biotin-Hsp90 C-terminal peptide. 0.44% of 71,000 active. Potency, µM (highest dose often 57 µM), without a hit: at the highest dose activity change, negative = inhibition; active = well fitted curve in either direction with a large enough effect; inconclusive = small, poorly fitted or top-dose-only effect, or another doubt; note: potency is the fitted concentration of half-maximal effect; % is set by controls: 0 for no effect and ±100 for the full control effect; many of its hits are not listed in these tables
ALOX15 inhib: inhibitors of human 15-lipoxygenase (ALOX15) | P16050 | purified 15hLO-1, xylenol orange hydroperoxide absorbance | Potency, µM (highest dose often 57.1 µM), inactives show at the top dose activity change, negative = inhibition, usual class: inhibitors | 1.4% of 74,000 active | AID 887; note: potency is the fitted concentration of half-maximal effect; % is set by controls: 0 for no effect and ±100 for the full control effect; nearly all actives have a fitted effect of over 55% in size
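Purified human 15hLO-1 (40 nM final) in 25 mM Hepes pH 7.5, 0.01% Triton X-100 was preincubated with compound 15 min at room temperature, then reacted 6 min with 50 uM arachidonic acid; hydroperoxide detected by Fe-XO, 573/405 nm absorbance ratio.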
Rhodamine autofl: compound autofluorescence in rhodamine spectral region | 0.05% of 59,000 active | Rhodamine-region fluorescence, 547/598 nm, Tris buffer; active compounds read high | max dye-equivalent concentration, M | AID 594; in the data active = max dye-equivalent concentration above about 11 nM; inconclusive = between about 1.1 nM and that limit
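Intrinsic compound fluorescence, ex 547 / em 598 nm, CCD imager. Tris 100 mM pH 8.0; 15 min RT. Output = rhodamine dye-equivalent concentration at each compound concentration.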
ERK AVP block: blocks ERK signaling stimulated by vasopressin | HEK293-V1b, vasopressin-stimulated pERK AlphaScreen | 0.99% of 72,000 active | Potency, µM (top dose mostly 57.5 µM), for the others: top-dose activity, negative = inhibition, usual class: inhibitors; note: potency is the fitted concentration of half-maximal effect; % is set by controls: 0 for no effect and ±100 for the full control effect; nearly all actives have a fitted effect of over 55% in size
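Phosphorylated ERK1/2 detected via AlphaScreen bead proximity in lysates of V1b-expressing HEK293 cells given 25 nM vasopressin for 5 min after 30 min compound exposure (37 °C). AC50 from Hill equation; basal DMSO 0%, vasopressin 100%.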
HADH2 inh: HADH2 (human) dehydrogenase inhibition; Q99714; 3.4% of 73,000 active; AID 886; recombinant HADH2, NADH fluorescence, beta-hydroxybutyryl-CoA; Potency, µM (series often up to 57.1 µM), inactives show at the top dose activity change, negative = inhibition, usual class: inhibitors; note: potency is the fitted concentration of half-maximal effect; % is set by controls: 0 for no effect and ±100 for the full control effect; nearly all actives have a fitted effect of over 60% in size; many of its hits are not listed in these tables
Target sequence (Q99714 whole entry, looked up, one chain of several): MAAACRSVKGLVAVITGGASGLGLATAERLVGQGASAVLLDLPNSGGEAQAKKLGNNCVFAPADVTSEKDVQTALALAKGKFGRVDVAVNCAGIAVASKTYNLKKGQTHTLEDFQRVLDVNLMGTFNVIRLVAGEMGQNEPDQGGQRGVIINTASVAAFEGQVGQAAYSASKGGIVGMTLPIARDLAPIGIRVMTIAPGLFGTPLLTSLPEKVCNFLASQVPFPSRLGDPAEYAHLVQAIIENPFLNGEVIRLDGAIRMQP
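Read-out: 360 nm excitation, 450 nm emission, kinetic over 4 min. Conditions: His-tagged human HADH2 20 nM, pH 9.0 Tris with Tween-20, 1 mM NAD+, 90 uM beta-hydroxybutyryl-CoA.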
FLuc inh: firefly luciferase inhibition. 2.2% of 72,000 active. purified firefly luciferase, luminescence, 8 min. P08659. AID 411. Potency, µM (highest dose often 57.1 µM), without a hit: at the highest dose activity change, negative = inhibition, hits mostly inhibitors; note: potency is the fitted concentration of half-maximal effect; % is set by controls: 0 for no effect and ±100 for the full control effect; nearly all actives have a fitted effect of over 40% in size
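Inhibition of light generation by firefly luciferase from ATP and luciferin was profiled with concentration-response curves per sample, ATP held at 10 uM within the enzyme's linear range. Plates were read by luminescence after an 8-minute ambient incubation.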
Tau fil binding: binders of human tau filaments; AID 596; Potency, µM (series often up to 57.1 µM), inactives show top-dose activity change, negative = inhibition; recombinant tau filaments, thioflavin S fluorescence, 15 h; filaments grown with octadecylsulfate alongside compound; 2% of 71,000 active;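 note: potency is the fitted concentration of half-maximal effect; % is set by controls: 0 for no effect and ±100 for the full control effect; actives lower thioflavin S fluorescence by blocking filaments or displacing dye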
Target sequence (P10636 whole entry, looked up): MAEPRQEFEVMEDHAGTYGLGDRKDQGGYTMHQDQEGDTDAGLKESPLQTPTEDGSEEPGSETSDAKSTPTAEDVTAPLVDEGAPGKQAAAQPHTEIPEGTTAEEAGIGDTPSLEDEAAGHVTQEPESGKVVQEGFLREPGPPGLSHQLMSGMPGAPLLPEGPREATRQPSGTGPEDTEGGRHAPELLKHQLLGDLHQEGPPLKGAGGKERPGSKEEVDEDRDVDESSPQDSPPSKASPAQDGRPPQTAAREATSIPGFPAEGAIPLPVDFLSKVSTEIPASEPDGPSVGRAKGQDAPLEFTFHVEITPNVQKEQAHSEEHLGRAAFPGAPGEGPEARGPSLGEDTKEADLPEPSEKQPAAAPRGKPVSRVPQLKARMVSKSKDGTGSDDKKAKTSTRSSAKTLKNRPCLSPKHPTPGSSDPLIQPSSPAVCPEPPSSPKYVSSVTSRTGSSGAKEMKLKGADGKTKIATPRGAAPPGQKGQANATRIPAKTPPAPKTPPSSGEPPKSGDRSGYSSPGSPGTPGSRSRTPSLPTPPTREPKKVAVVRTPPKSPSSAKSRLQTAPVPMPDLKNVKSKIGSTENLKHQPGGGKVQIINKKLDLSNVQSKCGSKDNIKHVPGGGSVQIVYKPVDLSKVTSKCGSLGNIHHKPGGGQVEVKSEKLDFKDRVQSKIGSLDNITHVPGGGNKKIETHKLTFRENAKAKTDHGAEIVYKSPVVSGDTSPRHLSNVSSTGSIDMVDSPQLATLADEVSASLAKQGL
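ThS-based fibril read: tau 1 uM final, inducer ODS 30 uM final, 37 C for 15 h, ex 450/em 510 nm.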
CRE-bla Fsk: alters forskolin-stimulated CRE reporter signaling in CHO cells | 2.5% of 71,000 active | AID 662 | Potency, µM (series often up to 38.2 µM), for inactives: at the top dose activity change, negative = inhibition, actives largely listed as activators | CHO CRE-bla reporter (cAMP response element driving beta-lactamase), forskolin EC10, beta-lactamase ratio; active = well fitted activation curve with a large enough effect in the signal ratio, with a control signal flat, not every such curve was filed as active; inconclusive = small, poorly fitted or top-dose-only effect, or effect the other way, or a change in a side signal; the % refers to the signal ratio; note: potency is the fitted concentration of half-maximal effect; % of control where 0% means no effect
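Cells were plated overnight at 37 °C, exposed to compound titrations plus EC10 NKH 477 for 3 h, then given CCF4 dye for 2 h at room temperature. Blue/green (460/530 nm) ratio was converted to %Activity and AC50 values calculated.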
TexasRed autofl: compound fluoresces in the Texas Red spectral region; Compound fluorescence, Texas Red channel, 547/618 nm; active compounds read high; max dye-equivalent concentration, M; 0.06% of 59,000 active; in the data active = max dye-equivalent concentration above about 10 nM; inconclusive = between about 1.1 nM and that limit
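Spectral interference profiling: each compound concentration's relative fluorescence, read with a 547 nm excitation and 618 nm emission filter pair, was normalized to a per-plate Texas Red standard curve.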
Pol III holo inh: inhibitors of bacterial DNA polymerase III holoenzyme. 0.25% of 71,000 active. reconstituted DNA polymerase III holoenzyme replication, biochemical. Potency, µM (series often up to 57.1 µM), without a hit: at the highest dose activity change, negative = inhibition; note: potency is the fitted concentration of half-maximal effect; % is set by controls: 0 for no effect and ±100 for the full control effect
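Reconstituted *E. coli* holoenzyme (0.35 nM Pol III, 1 nM beta, 154 nM SSB, 2 nM primase) was preincubated with compound for 15 min at RT. Synthesis on 1.4 nM ssM13Gori ran 35 min, then was stopped with PicoGreen/EDTA and read as dsDNA fluorescence.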
* hit, by the source's call; i = inactive; ? = inconclusive; . = no result given; [ ] = dose if it differs, or a comment. Unless noted, calls come from the whole dose curve; as a rule, active = well fitted curve in the direction sought with a large enough effect; inconclusive = small, poorly fitted or top-dose-only effect, or another doubt; inactive = no such curve, though single readings can be large; an effect the other way counts as inactive or inconclusive. A portion of the library; rates above refer to the full screens.

Every second line gives: HBB splice mod, Hsp90 Hop PPI, ALOX15 inhib, Rhodamine autofl, ERK AVP block, HADH2 inh, FLuc inh, Tau fil binding, CRE-bla Fsk, TexasRed autofl, Pol III holo inh
Cc1nc(NC(=O)c2ccco2)sc1C(=O)Nc1ccc(Br)cc1
→ ., -4%, -10%, i, 25%, -4%, 1%, 9%, 20%, i, -4%
Cc1ccc(S(=O)(=O)Cn2nnnc2C(CC(C)C)N2CCN(C(=O)c3ccco3)CC2)cc1 (stereo not given)
→ ., -7%, -19%, i, -4%, 3%, 0%, -6%, -10%, i, 0%
Cc1c(NS(=O)(=O)N2CCCC2)c(=O)n(-c2ccccc2)n1C
→ -0.4%, 2%, 10%, i, -12%, 7%, 2%, 2%, 1%, i, -4%
Cc1ccc(Cn2ccc(NC(=O)c3cc(-c4ccc5c(c4)OCO5)on3)n2)cc1
→ 0.6%, 4%, 8%, i, -9%, -26%, 2%, -13%, -19%, i, -4%
COc1ccc(/C=N/n2cnnc2SCc2ccccc2)cc1
→ -4.1%, -3%, -2%, ., -19%, 1%, -1%, 97%, ?, ., -2%
COC(=O)c1ccc(C(NC(=O)OCc2ccccc2)/C(=C/[C@@H](C)C(=O)Nc2ccccc2)c2cccnc2)cc1 (stereo not given in full)
→ -0.4%, -2%, 8%, ., 11%, 11%, ., 12%, -22%, ., 5%
CC1=C(C(=O)OCC(C)C)C(c2ccc(F)cc2)NC(=O)N1 (stereo not given)
→ -1.2%[9.22 µM], -2%, 7%, ., -21%, 1%, 2%, ?, 16%, ., 2%
CCN(CC)CCNC(=O)CCCCn1c(=S)[nH]c2c([nH]c3ccc(OC)cc32)c1=O
→ 1.3%, -6%, 13µM*, i, 28%, ?, -2%, 45%, -2%, ?, 0%
CCS(=O)(=O)N1CCC(C(=O)NCc2cccs2)CC1
→ -0.9%, -2%, 1%, i, -12%, 3%, 1%, -2%, -1%, i, 0%
CCCn1c(C)cc(C(=O)CN2C(=O)c3ccccc3C2=O)c1C
→ -0.9%, 0%, 2%, i, 19%, 4%, 16µM*, 1%, -8%, i, -6%
CC1=CCC(C(C)(C)NC(=O)c2ccccc2)C/C1=N\O (stereo not given)
→ 2.5%[0.0738 µM], -1%[11 µM], 8%[11.4 µM], ., ?, 12%[11.4 µM], 0%, 2%[11.4 µM], ?, ., 1%[11.4 µM]
CCOC(=O)c1c(C)c(C(=O)NCCc2ccc(S(N)(=O)=O)cc2)c(C)n1CC
→ -0.5%, -5%, -9%, i, -9%, 4%, 0%, 3%, 1%, i, -3%
O=S(=O)(NCCNS(=O)(=O)c1ccccc1)c1ccccc1
→ -5.8%, 0%, 13%, ., -1%, 8%, -2%, 13%, -1%, ., 0%
Cc1ccc(NC(=O)N2CCC(C(=O)NCC(C)C)CC2)cc1
→ 0.1%[57.5 µM], 0%, -4%, i, 8%, 4%, -1%, 6%, -14%, ?, 4%
O=C(c1cnccn1)N1CCC2(CC1)CCN(c1cccc(-c3ccccc3)c1)CC2
→ -2.8%, -21%, 1%, i, ?, 2%, 0%[11.4 µM], -20%, 7%, i, 5%
Cc1cc(OCC(=O)N2CCOCC2)cc2oc(=O)c3ccccc3c12
→ 0.4%, -7%, 3%, i, -19%, 4µM*, -1%, -12%, ?, i, -12%
Cc1cc(C(=O)CSc2nc3ccccc3c(=O)n2C)c(C)n1Cc1ccc2c(c1)OCO2
→ -3.1%, -3%, -3%, i, ?, 6%, 2%, -10%, 4%, i, 1%
CC(=O)NS(=O)(=O)c1ccc(NC(=O)CCC2CCCC2)cc1
→ 0.4%, -3%, 3%, i, -5%, 1%, 2%, 5%, -11%, i, -8%
Cc1ccc(CCNC(=O)CN2C(=O)COc3ccccc32)cc1
→ -0.4%, 1%, 5%, i, 20%, 5%, 1%, 0%, ?, i, -2%
N#Cc1cc2c(nc1SCc1cccnc1)CCCCC2
→ -0.5%, -1%, 1%, i, ?, -6%, 1%, 22%, ?, i, -4%
OC(c1ccccc1)C1CN(Cc2ccccc2)CCC1(O)c1ccccc1 (stereo not given)
→ -0.6%, -2%, -5%, i, -12%, 8%, -3%, -12%, -19%, i, 0%
O=C1C2C3C=CC(C3)C2C(=O)N1c1ncn[nH]1 (stereo not given)
→ 4.0%[0.369 µM], -5%, 8%, i, -6%, 3%, 0%, -11%, 9%, i, 13µM*
O=C(COc1ccc(Cl)cc1Cl)N1CCCCCC1
→ 1.2%[0.0738 µM], 3%[11 µM], -7%[11.4 µM], ., -13%, -1%[11.4 µM], -2%, 14%[11.4 µM], ?, ., -9%[11.4 µM]
O=C1C2C3c4ccccc4C(c4ccccc43)C2C(=O)N1CN1CCOCC1 (stereo not given)
→ ., -2%, -2%, i, 3%, -27%, 2%, -6%, -6%, ?, -4%
Clc1ccc(/C=C\c2nc(Cl)c(-c3ccc(Cl)cc3)c(Cl)n2)cc1
→ 1.8%[9.22 µM], 1%[11 µM], 7%[11.4 µM], i, 30%[activator][11.5 µM], 18%[11.4 µM], 5%[11.4 µM], -14%[11.4 µM], -4%[7.6 µM], i, -9%[11.4 µM]
O=C(Nc1ccc(N2CCOCC2)cc1)c1ccc(S(=O)(=O)N2CCCCC2)cc1
→ -0.5%, 0%, 2%, ., ?, 6%, -6%, 8%, -2%, ., 2%
CCCCNC(=O)Cn1cnc2sc(C(=O)OCC)c(C)c2c1=O
→ 0.3%, -2%, 3%, i, 20%, 4%, 1%, 0%, -2%, i, -12%
COC(=O)c1cc(-c2ccc3c(c2)OCO3)nc2ccccc12
→ -1.2%[9.22 µM], 25µM*, -13%, ., 59%[activator], -12%, -17%, 38%, ?, ., -3%
CC1CCCCC1NC(=O)CSc1nnc(-c2ccccc2)n1N (stereo not given)
→ ., -6%, -2%, i, -9%, 5%, -3%, -3%, -7%, i, 8%
CCOC(=O)c1ccc(NC(=O)c2ccc(NS(C)(=O)=O)cc2)cc1
→ 0.1%, -2%, 0%, i, -13%, -2%, -6%, 2%, -8%, i, 0%

The last four entries of the section above lead into the next:
Every second line gives: HBB splice mod, Hsp90 Hop PPI, ALOX15 inhib, Rhodamine autofl, ERK AVP block, HADH2 inh, FLuc inh, Tau fil binding, CRE-bla Fsk, TexasRed autofl, Pol III holo inh
CCCCNC(=O)Cn1cnc2sc(C(=O)OCC)c(C)c2c1=O
→ 0.3%, -2%, 3%, i, 20%, 4%, 1%, 0%, -2%, i, -12%
COC(=O)c1cc(-c2ccc3c(c2)OCO3)nc2ccccc12
→ -1.2%[9.22 µM], 25µM*, -13%, ., 59%[activator], -12%, -17%, 38%, ?, ., -3%
CC1CCCCC1NC(=O)CSc1nnc(-c2ccccc2)n1N (stereo not given)
→ ., -6%, -2%, i, -9%, 5%, -3%, -3%, -7%, i, 8%
CCOC(=O)c1ccc(NC(=O)c2ccc(NS(C)(=O)=O)cc2)cc1
→ 0.1%, -2%, 0%, i, -13%, -2%, -6%, 2%, -8%, i, 0%
COc1ccc(C(=O)N2CCC3(CCN(Cc4ccc(C#N)cc4)CC3)CC2)cc1
→ 0.9%, -6%, 4%, i, -3%, -2%, 1%[11.4 µM], 7%, ?, i, -1%
Cc1noc(C)c1COC(=O)C1COc2ccccc2O1 (stereo not given)
→ -1.6%, -2%, 4%, i, 0%, 6%, 4%, -1%, -5%, i, 2%
Cc1ccc(OCC(=O)Nc2cccc(-c3nnc(-c4ccccc4)o3)c2)cc1
→ 1.0%, -2%, -13%, i, -12%, -9%, -19%, 185%, ?, i, 1%
CCCCCCN(C(=O)CCCCCN1C(=O)NC(c2ccc(-c3ccccc3)cc2)C(C(=O)OCc2ccccc2)=C1C)C(C(=O)NCCCC)c1ccc(OCC(=O)OC)c(C(=O)OC)c1 (stereo not given)
→ 0.1%, -4%, ., ., ., -9%, ., 11%, ?, ., -3%
COc1ccc(-c2nnc(SCC(=O)N3CCc4ccccc4C3)o2)cc1
→ -0.1%[57.5 µM], ?, -26%, i, 12%, -2%, -1%, 63%, ?, i, -7%
O=C(COc1ccc(S(=O)(=O)NC2CCCCC2)cc1)NCc1ccccn1
→ 2.3%, -4%, 4%, i, 6%, 10%, 1%, -1%, 3%, i, -1%

Assay outcomes from PubChem.
